# Screening data as filed in PubChem.
# POLB inh = DNA polymerase beta (human) inhibition; P06746; Pol beta primer extension/strand displacement, fluorescence kinetic; Potency, µM (series often up to 114 µM), for the others: top-dose activity change, negative = inhibition, actives largely listed as inhibitors; actives 1.3% (n = 340,000); AID 485314; also: potency is read from the fitted curve at half-maximal effect; % is scaled to controls: 0 for no effect and ±100 for the full control effect
#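 10 nM enzyme + cpd, 15 min RT; start with substrate 50 nM final; read 0 min and after 10 min RT. Corrected, normalized data; 4-parameter Hill curve fit.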
# ERG-DNA inh = blocks human ERG Ets domain binding to DNA. P11308. fluorescence polarization, His-ERG Ets domain / labelled DNA. Potency, µM (titrated, usually from 76.9 µM), for the others: at the top dose FP activity, negative = inhibition, most hits filed as inhibitors. actives 0.028% (n = 370,000). AID 624246; active = well fitted inhibition curve with a large enough effect in the polarisation, with a control signal flat; inconclusive = small, poorly fitted or top-dose-only effect, or effect the other way, or a change in a side signal; inactive = no such curve, though single readings can be large or run the other way; the % refers to the polarisation;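 also: polarization taken with two DNA probes labelled with fluorescein and Texas red; potency is read from the fitted curve at half-maximal effect; % of control where 0% means no effect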
#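 His-tagged ERG Ets domain (1 uM in the protein solution; 300mM KCl, 50mM Tris-HCl, 1mM EDTA, 1mM DTT, pH 7.5) received compound, then a probe mix of 5 nM fluorescein-DNA and 100nM Texas-615-DNA. Fluorescence polarization was read for both dyes.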
# Anesthetic bind = candidate novel general anesthetic via apoferritin binding | apoferritin/1-aminoanthracene competitive binding, fluorescence | Potency, µM (highest dose often 77.5 µM), without a hit: at the top dose activity change, negative = displacement, usual class: inhibitors | actives 0.074% (n = 350,000) | AID 485281; also: potency is read from the fitted curve at half-maximal effect; % is scaled to controls: 0 for no effect and ±100 for the full control effect; nearly all actives have a fitted effect of over 20% in size
# Target sequence (P02791 2-175 limits assumed): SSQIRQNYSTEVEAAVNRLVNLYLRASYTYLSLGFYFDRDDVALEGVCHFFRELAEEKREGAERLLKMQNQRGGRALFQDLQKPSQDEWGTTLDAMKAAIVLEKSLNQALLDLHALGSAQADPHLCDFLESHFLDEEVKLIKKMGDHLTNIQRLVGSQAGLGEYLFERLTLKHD
#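 10 uM apoferritin + 50% sat. 1-AMA, PBS; cpd 10 min RT; Ex380/Em535 endpoint; normalized to free probe vs complex; 4-param Hill fit; propofol titration as pos. ctrl.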
# POLI inh = inhibitors of human DNA polymerase iota; Q9UNA4; Pol iota fluorescent replication assay, 10 min; Potency, µM (titrated, usually from 115 µM), for inactives: top-dose activity, negative = inhibition, actives largely listed as inhibitors; actives 1% (n = 390,000); also: potency is read from the fitted curve at half-maximal effect
#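 Pol iota at 10 nM preincubated 15 min with compounds at room temperature; reaction started with fluorescent substrate, 50 nM final. Fluorescence read kinetically at 0 and 10 min; buffer-only wells as negative control.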
# BLM inh = Bloom syndrome helicase (human) inhibition; P54132; recombinant BLM DNA unwinding, fluorescence dequenching; Potency, µM (series often up to 56.1 µM), for the others: at the highest dose activity change, negative = inhibition, usual class: inhibitors; actives 0.2% (n = 350,000); AID 2528;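 also: potency is read from the fitted curve at half-maximal effect; plate controls were vehicle for no effect and no enzyme for full effect; nearly all actives have a fitted effect of over 35% in size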
# Pol kappa inh = DNA polymerase kappa (human) inhibition; actives 0.53% (n = 400,000); purified Pol kappa, fluorescent DNA synthesis assay, 10 min; Potency, µM (doses to about 107 µM), without a hit: top-dose activity, negative = inhibition, most hits filed as inhibitors; AID 588579; Q9UBT6; also: potency is read from the fitted curve at half-maximal effect; % is scaled to controls: 0 for no effect and ±100 for the full control effect
#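 Readout: fluorescence, taken kinetically at 0 and 10 min. Conditions: 10 nM Pol kappa, 15 min RT compound preincubation, 50 nM substrate final. Controls: enzyme-free buffer wells.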
# TRHR ag = activates the human TRH receptor. P34981. activation, % at 2 µM. TRHR cells, calcium flux fluo-8, FDSS agonist mode. actives 0.18% (n = 360,000). AID 493084; in the data active = activation above about 30%; also: 0% is about no effect
# Target sequence (P34981 whole entry, looked up): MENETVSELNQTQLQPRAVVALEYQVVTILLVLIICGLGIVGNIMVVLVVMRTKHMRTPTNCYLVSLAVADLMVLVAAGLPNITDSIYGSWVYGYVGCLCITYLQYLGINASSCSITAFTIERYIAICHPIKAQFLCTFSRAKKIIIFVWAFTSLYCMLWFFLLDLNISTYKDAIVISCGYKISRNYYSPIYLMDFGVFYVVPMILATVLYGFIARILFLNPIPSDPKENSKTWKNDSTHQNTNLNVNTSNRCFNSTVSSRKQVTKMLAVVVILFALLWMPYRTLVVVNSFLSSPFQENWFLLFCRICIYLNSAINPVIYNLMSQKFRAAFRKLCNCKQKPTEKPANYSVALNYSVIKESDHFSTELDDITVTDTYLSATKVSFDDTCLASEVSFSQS
#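 Steps: seed TRHR cells overnight; add fluo-8 no-wash Ca dye, RT 30 min–1.5 h; record 10 s baseline; pin-transfer compounds; monitor fluorescence 1 cycle/s for the agonist window. Calcium increases flag candidate agonists.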
# 12-LOX inh = ALOX12 (human) lipoxygenase inhibition. P18054. purified 12hLO, xylenol orange hydroperoxide absorbance. Potency, µM (series often up to 108 µM), without a hit: at the top dose activity change, negative = inhibition, usual class: inhibitors. actives 1.1% (n = 580,000); also: potency is read from the fitted curve at half-maximal effect; % is scaled to controls: 0 for no effect and ±100 for the full control effect
#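 Purified human 12hLO at 150 nM in 25 mM Hepes, 0.01% Triton X-100, pH 7.0, preincubated 15 min at room temperature with compound. Reaction started with 40 uM arachidonic acid, 30 min at room temperature. Hydroperoxide measured by Fe-xylenol orange, 573/405 nm absorbance ratio.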
# APEX1 inh = inhibitors of human APE1 endonuclease; P27695; recombinant APE1, TAMRA/BHQ-2 abasic DNA cleavage fluorescence; Potency, µM (titrated, usually from 65.8 µM), inactives show at the top dose activity change, negative = inhibition, hits mostly inhibitors; actives 0.35% (n = 350,000); AID 2517;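 also: potency is read from the fitted curve at half-maximal effect; plate controls were vehicle for no effect and reference inhibitor for full effect; nearly all actives have a fitted effect of over 55% in size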
# Target sequence (P27695 whole entry, looked up): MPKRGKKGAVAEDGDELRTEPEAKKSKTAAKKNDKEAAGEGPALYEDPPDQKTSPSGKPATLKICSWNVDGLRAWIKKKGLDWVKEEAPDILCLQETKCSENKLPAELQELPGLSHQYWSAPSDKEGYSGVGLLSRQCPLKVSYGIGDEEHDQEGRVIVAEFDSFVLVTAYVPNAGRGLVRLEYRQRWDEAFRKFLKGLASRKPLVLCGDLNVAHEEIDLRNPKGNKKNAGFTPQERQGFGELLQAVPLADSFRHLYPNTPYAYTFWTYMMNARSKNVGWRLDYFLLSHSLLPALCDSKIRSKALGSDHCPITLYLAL
#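 APE1 at 0.75 nM preincubated 15 min at room temperature with compound. Reaction then started with 50 nM double-stranded THF-abasic substrate labelled with TAMRA/BHQ-2, and 525/598 nm fluorescence read kinetically. Activity taken as third-minus-first read difference, normalized to DMSO and NSC13755 controls.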
# An asterisk follows results filed as active; ? = inconclusive; . = no result given; & = joins results of further samples; [ ] = remark or other dose. Unless noted, calls follow the shape of the dose curve; as a rule, active = well fitted curve in the direction sought with a large enough effect; inconclusive = small, poorly fitted or top-dose-only effect, or another doubt; inactive = no such curve, though single readings can be large; an effect the other way counts as inactive or inconclusive. The list is partial; the hit share may differ from the screen's.
Molecule,POLB inh,ERG-DNA inh,Anesthetic bind,POLI inh,BLM inh,Pol kappa inh,TRHR ag,12-LOX inh,APEX1 inh
CCOC(=O)C1=CC(=C2C(=O)N(CC)C(=S)N(CC)C2=O)c2ccccc2O1,-1.1%,28.1%,-14.4%,?,-2.3%,-15.7%,-0.2,17.8µM*,2.5%
C[Se]C[C@@H](N)C(=O)O,.,-10.2%,.,?,.,-3.3%,0.9,?,21.6%
Cc1cc(/C=C2\C(=O)NC(=O)N(c3ccc(Cl)cc3)C2=O)c(C)n1-c1sc2c(c1C#N)CCCC2,?,30.1%[activator],-1.5%,10µM*,?,79.4µM*,1.3,11.2µM*,-5.0%
Cc1cc(OCC(=O)NCC(O)c2ccccc2)c2c3c(c(=O)oc2c1)CCC3 (stereo unspecified),1.1%,-3.6%,-7.7%,32.1%[activator],-13.0%,-6.5%,0.6,2.2%,-6.8%
CC1(C)NCCN2C(=O)CSC21 (stereo unspecified),1.0%,-7.2%,2.8%,?,7.8%,-18.5%,-0.3,?,?
CN1C(=O)C(=Cc2ccc(OCCN(C)c3ccccn3)cc2)C(=O)N(C)C1=O,-0.6%,1.1%,-23.5%,36.5%[activator],-0.5%,14.6%,0.2,-0.4%,-10.7%
CCC1OC2(C)C(O)C(/C=C/C=C/C=C/c3oc(=O)cc(OC)c3C)OC1(C)C2OC(C)=O (stereo unspecified),.,.,-14.3%,.,-0.2%,14.8%[60.1 µM],.,6.6%,-9.2%
O=c1c2ccccc2nc(/C=C/c2ccc(O)c(O)c2)n1-c1ccccc1,?,28.2%,-13.1%,?,-8.5%,-18.8%,13.3,11.4%,17.5%
CCNC(=O)O/N=C(\C)c1sc(-c2ccccc2)nc1C,41.4%,-8.7%,?,?,-9.9%,-10.1%,-1.3,0.7%,-2.7%
Cc1cccc(N2C(=O)NC(=O)C3(Cc4cc(C)ccc4N(C)C3)C2=O)c1 (stereo unspecified),-13.7%,-0.4%,-20.0%,5.8%,-3.5%,-2.8%,1.8,-28.5%,0.5%
COc1cccc(N2C(=O)NC(=O)/C(=C\c3ccc([N+](=O)[O-])s3)C2=O)c1,?,5.5%,-19.4%,?,-15.1%,25.1µM*,5.0,44.7µM*,?
CCCCn1c(O)c(C=NCCCN(CC)CC)c(=O)[nH]c1=O,4.8%,-3.4%,-8.6%,-3.9%,-2.0%,-9.9%,1.0,0.0%,0.8%
CC(=O)O[C@H]1C[C@@H]2OC3C=C(C)CCC3(C)[C@@]1(C)[C@@]21CO1 (stereo partly specified),.,-2.0%,.,2.3%,.,-9.0%,.,-3.7%,.
CN(C)C(=O)Oc1ccc(C(=O)c2ccccc2)cc1,-0.4%,.,-11.2%,21.7%,-2.9%,-16.6%,0.2,6.4%,9.2%
N=Cc1c(O)n(-c2cccc(Cl)c2)c(=O)[nH]c1=O,3.9%,-7.4%,3.1%,-3.0%,-3.5%,-6.0%,0.4,-9.5%,-0.2%
CCN(CC)CCSc1nc2ccccc2c(=O)n1-c1ccc(Cl)cc1,1.7%,-0.4%,?,-12.0%,-3.1%,-4.0%,-0.2,-20.6%,.
CN1CCN(Cc2cc3c(cc2[N+](=O)[O-])OCO3)CC1,-2.0%,-12.6%,-4.5%,-20.5%,4.1%,-10.4%,0.4,-0.1%,1.8%
O=C(NC(=O)c1c(F)cccc1F)Nc1cc(Cl)c(OC(F)(F)C(F)C(F)(F)F)cc1Cl (stereo unspecified),.,.,-3.4%,.,-0.1%&-9.9%,1.0%[19.4 µM],.,-16.2%[22.9 µM],17.7%
COC(=O)C1=C(c2ccc(F)cc2F)C[C@@H]2CC[C@H]1N2C(=O)NCC1CC1,.,-6.4%,.,8.8%,.,-11.1%,-0.1,.,10.6%
O=S1(=O)CCN(CCc2c[nH]c3ccccc23)CC1,11.0%,2.2%,-3.1%,-21.1%,1.3%,10.3%,-0.2,4.9%,-0.1%
CCOc1cccc(N2C(=O)/C(=C/c3ccco3)C(=O)NC2=S)c1,7.94µM*,44.7%[activator],-2.8%,?,28.2µM*,22.4µM*,1.1,11.2µM*,10.6µM*
COC(=O)C1=C(c2cccc(OC)c2OC)C[C@@H]2CC[C@H]1N2C(=O)NCc1ccc(F)cc1,.,-3.5%,.,?,.,-4.3%,.,8.0%,.
Cc1ccc(C)c(-n2c(C)nc3ccccc3c2=O)c1,2.6%,3.2%,4.6%,0.7%,3.4%,-2.7%,0.1,0.0%,-5.0%
CCC(=O)Nc1nc2ccccc2n1CCN(C)C,0.8%,4.0%,-12.0%,?,-1.0%,0.8%,0.3,?,2.9%
CCN1c2nc3ccccn3c(=O)c2CC2(C(=O)N(C)C(=O)N(C)C2=O)C1C (stereo unspecified),35.1%,1.4%,2.7%,-2.2%,0.9%,5.0%,-0.5,-4.8%,-0.3%

# Two compounds picked at random from those above:
Molecule,POLB inh,ERG-DNA inh,Anesthetic bind,POLI inh,BLM inh,Pol kappa inh,TRHR ag,12-LOX inh,APEX1 inh
CCNC(=O)O/N=C(\C)c1sc(-c2ccccc2)nc1C,41.4%,-8.7%,?,?,-9.9%,-10.1%,-1.3,0.7%,-2.7%
O=S1(=O)CCN(CCc2c[nH]c3ccccc23)CC1,11.0%,2.2%,-3.1%,-21.1%,1.3%,10.3%,-0.2,4.9%,-0.1%

# Going on with the list.
Molecule,POLB inh,ERG-DNA inh,Anesthetic bind,POLI inh,BLM inh,Pol kappa inh,TRHR ag,12-LOX inh,APEX1 inh
CCCCCn1c(=O)c(C(=O)Nc2ncccc2C)c(O)c2ccccc21,25.3%,13.4%,-10.3%,44.7%[activator],-8.7%,1.8%,2.8,?,23.9%
COC(=O)C1=Nc2ccccc2/C1=C\c1c(O)n(-c2ccc(Br)cc2)c(=O)[nH]c1=O,?,0.0%,-9.9%,-6.0%,-5.1%,-10.2%,0.3,35.5µM*,33.6%
CP(=O)(O)C1=CCNCC1,11.4%[57.1 µM],.,5.7%,6.4%[58.9 µM],.,6.9%[60.1 µM],.,5.4%,-0.3%&14.4%
CCC1(OC(=O)CN)C(=O)OCc2c1cc1n(c2=O)Cc2cc3ccccc3nc2-1 (stereo unspecified),-27.3%,1.2%,382.7%[activator],105.9%[activator],21.9%,6.4%,-2.2,.,-3.9%
CCOC(=O)Cn1cc(/C=N/NC(=O)CC#N)c2ccccc21,-1.9%,0.5%,4.6%,39.9%[activator],-1.2%,-4.2%,0.4,94.6%[activator],4.8%
CC(C)Cc1[nH]c(=O)c(C#N)c2c1CCC2,5.4%,6.8%,-10.3%,3.4%,-2.4%,-3.4%,-0.7,184.5%[activator][57.4 µM],8.4%
O=C(CC[N+](=O)[O-])OCC1OC(O)C(OC(=O)CC[N+](=O)[O-])[C@@H](OC(=O)CC[N+](=O)[O-])C1OC(=O)CC[N+](=O)[O-] (stereo partly specified),.,.,1.0%,.,5.3%,-9.9%[60.1 µM],.,.,-4.2%
CCCCn1c(C)c(C(=O)OCC)c2c(CN3CCOCC3)c(O)ccc21,9.3%,6.1%,-8.4%,10.6%,-5.9%,-1.5%,-0.3,?,-1.5%
O=c1[nH]c(=O)n(Cc2ccco2)c(O)c1C=NCc1cccs1,-1.1%,0.4%,-13.8%,-23.7%[58.9 µM],-4.9%,?,1.1,-18.8%,2.1%
CCC(C)n1c(O)c(C=NC(C)c2ccccc2)c(=O)[nH]c1=S (stereo unspecified),8.5%,-2.2%,-12.0%,-3.1%,0.8%,-9.9%,-0.8,99.8%[activator],-8.2%
NC(N)=NOCCC(N)C(=O)O (stereo unspecified),16.7%[57.1 µM],.,.,7.5%[58.9 µM],5.6%,-18.1%&-5.0%[60.1 µM],.,?,23.2%&14.6%
COC(=O)C1=C(c2ccccc2OCc2ccccc2)C[C@@H]2CC[C@H]1N2C(=O)NCc1cccc(C(F)(F)F)c1,.,-1.9%,.,21.0%,.,-0.8%,1.3,9.2%,-5.3%
O=c1c2ccc(Cl)cc2[nH]c(=S)n1-c1cccnc1,6.2%,-7.1%,-11.2%,92.7%[activator],0.7%,-2.9%,-0.2,-14.3%,-2.5%
Cc1cc(OCc2cc(C(=O)O)oc2C)c2c3c(c(=O)oc2c1)CCCC3,0.7%,-1.6%,-7.1%,?,2.9%,-2.7%,0.5,?,-7.8%
O=C1CC(N2CCC(n3c(=O)[nH]c4ccccc43)CC2)C(=O)N1c1ccc(F)cc1 (stereo unspecified),?,3.3%,0.4%,14.8%,-1.6%,-8.6%,0.5,?,2.7%
C=CCn1c(O)c(C(=O)CCCCCC)c(=O)[nH]c1=O,14.2%,6.9%,-19.8%,5.0%,-6.5%,-5.2%,-0.3,0.0%,12.5%
O=C1C(=O)c2ccccc2-c2ccccc21,?,-9.1%,-16.3%,0.708µM*,20µM*,-7.8%,2.7,-21.9%,?
CC1C(=O)OC2C(O)C34C5OC(=O)[C@@]3(OC3OC(=O)[C@H](O)[C@]34C(C(C)(C)C)C5O)[C@]12O (stereo partly specified),.,.,-4.0%,.,1.7%,-3.7%[60.1 µM],.,.,0.9%
COC(=O)C1=C(c2ccc(Cl)c(C(F)(F)F)c2)C[C@@H]2CC[C@H]1N2C(=O)NCCOc1ccccc1,.,1.9%,.,5.4%,.,-8.3%,0.6,.,-24.1%
CC(C)c1ccc(-n2c(O)c(/C=N/NC(=O)c3ccncc3)c(=O)[nH]c2=O)cc1,?,0.2%,-2.8%,2.2%,4.5%,-22.6%,0.2,-5.1%,11.3%
